# Screens deposited in PubChem by several laboratories.
# KCNQ1 pot: human KCNQ1 channel potentiation or activation. P51787. B-score at 10 µM. CHO-K1 KCNQ1, thallium flux FluxOR fluorescence; hits give high values. 310,000 tested, 0.35% active;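 active means fluorescence ratio B-score, a plate-corrected score, at least three library SD, with initial intensity B-score within 5 SD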
# Target sequence (P51787 whole entry, looked up): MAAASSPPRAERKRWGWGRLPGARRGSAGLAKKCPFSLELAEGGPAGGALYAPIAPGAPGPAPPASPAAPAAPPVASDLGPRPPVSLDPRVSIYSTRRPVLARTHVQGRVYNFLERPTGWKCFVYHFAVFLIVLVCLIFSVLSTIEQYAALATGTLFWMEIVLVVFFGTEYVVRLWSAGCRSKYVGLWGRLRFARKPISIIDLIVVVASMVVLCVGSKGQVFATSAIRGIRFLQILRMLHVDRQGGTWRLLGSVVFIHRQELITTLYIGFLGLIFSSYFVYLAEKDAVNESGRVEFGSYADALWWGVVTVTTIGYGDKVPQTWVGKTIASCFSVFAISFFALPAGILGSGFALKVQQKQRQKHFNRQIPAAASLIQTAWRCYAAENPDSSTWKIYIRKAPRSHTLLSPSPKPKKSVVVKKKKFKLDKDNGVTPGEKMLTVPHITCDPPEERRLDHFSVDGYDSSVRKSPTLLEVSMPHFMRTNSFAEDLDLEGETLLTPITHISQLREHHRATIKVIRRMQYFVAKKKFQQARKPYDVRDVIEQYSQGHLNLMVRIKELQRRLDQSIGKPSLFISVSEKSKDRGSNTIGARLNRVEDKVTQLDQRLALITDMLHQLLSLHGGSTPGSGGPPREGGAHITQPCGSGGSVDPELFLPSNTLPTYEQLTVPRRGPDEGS
#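 assay system = CHO-K1 cells stably expressing KCNQ1 | medium = assay buffer, equal DMSO in all wells | timing = 37 °C overnight plating, 90-min dark dye load, 20-min compound pretreatment | measured by = kinetic FluxOR thallium fluorescence, 10-s 1-Hz baseline, 110-s post-stimulus read | measure = fluorescence change relative to baseline, converted to B score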
# KCNK9 block: blocks the human KCNK9 two-pore domain potassium channel; 310,000 tested, 1.2% active; Q9NPC2; B-score at 10 µM; HEK293 KCNK9, FluxOR thallium flux fluorescence; hits give low values;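 active means ratio B-score over 3 SD below the library mean, with starting fluorescence within 5 SD of its mean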;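 further: negative B-score means less thallium flux so channel inhibition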
# Target sequence (Q9NPC2 whole entry, looked up, the tested form may be a part): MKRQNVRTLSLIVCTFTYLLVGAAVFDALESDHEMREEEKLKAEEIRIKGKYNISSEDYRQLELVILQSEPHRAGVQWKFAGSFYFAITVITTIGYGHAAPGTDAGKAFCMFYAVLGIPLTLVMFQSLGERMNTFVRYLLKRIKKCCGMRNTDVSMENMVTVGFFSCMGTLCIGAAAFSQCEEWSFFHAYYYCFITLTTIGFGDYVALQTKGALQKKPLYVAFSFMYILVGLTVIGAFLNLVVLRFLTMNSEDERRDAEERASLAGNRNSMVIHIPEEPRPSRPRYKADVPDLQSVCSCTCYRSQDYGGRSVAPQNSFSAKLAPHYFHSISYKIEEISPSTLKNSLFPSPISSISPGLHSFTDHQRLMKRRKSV
# PolyA inh: blocks polyadenylation in yeast reporter cells | S. cerevisiae SKY197-pL101 polyadenylation reporter, beta-gal luminescence; efflux-impaired pdr1/pdr3 knockout yeast; score 100 = 6 SD above DMSO | calls only at 12 µM | 300,000 tested, 0.02% active | AID 1875;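 active means lowest replicate activity score at least 50, where 100 means six control SD above control mean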;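 further: yeast exposed to compound for 9 h at 30 °C; higher score means more reporter readthrough which indicates perturbed polyadenylation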
# DYRK1A inh: Dyrk1A (rat) kinase inhibition. Q63470. ADP-Glo luminescence, NFATc1 peptide. inhibition, % at 12.5 µM. 310,000 tested, 0.43% active. AID 504441; in the data active means inhibition above about 50%;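 further: plate controls were vehicle with enzyme for no effect and no enzyme for full effect; many of its hits are not listed in these tables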
# KCNK3 block: human KCNK3 channel inhibition, primary screen. O14649. 340,000 tested, 0.84% active. B-score at 10 µM. CHO-KCNK3 thallium flux, FluxOR fluorescence; hits give low values;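 active means B-score under library mean minus 4 SD, starting fluorescence ratio at most library mean plus 5 SD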;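 further: more negative B-score means stronger inhibition of thallium flux through KCNK3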
# KCNQ1 block: blocks the human KCNQ1 potassium channel; CHO-K1 KCNQ1, FluxOR thallium flux fluorescence; hits give high values; B-score at 10 µM; AID 2642; 310,000 tested, 1.3% active;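 active means compounds whose thallium flux B-score, printed positive for inhibition, exceeds three library SD while starting fluorescence stays within three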;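 further: channel opened by potassium depolarization with thallium stimulus after 20 min compound exposure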
# GSK3A inh: human GSK-3 alpha kinase inhibition; P49840; inhibition, % at 10 µM; ADP-Glo luminescence, 60 min; 320,000 tested, 0.1% active;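 in the data active means inhibition above about 50%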;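 further: GST-tagged GSK-3 alpha with peptide substrate and 25 µM ATP; 0% = DMSO neutral wells and 100% = GW8510 positive control wells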
# RGS4 act: RGS4 potentiation or activation; HEK293 M3R/inducible RGS4, carbachol calcium flux Fluo4; hits give low values; B-score at 10 µM; 310,000 tested, 0.92% active;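 active means B-score of the integrated calcium signal more than 4 SD below the library mean, with starting fluorescence not abnormally high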;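 further: negative B-score means reduced calcium response which marks RGS4 activation or potentiation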
#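 test system = HEK293 cells with stable M3R and inducible RGS4 | schedule = recording 10 s baseline at 1 Hz, 100 s post-agonist | technique = Fluo4-AM (2 µM) calcium-flux fluorescence, kinetic read | measure = Agonist-evoked peak-minus-minimum fluorescence over baseline, integrated ratio, B score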
# hERG protect: shields human hERG channel from block by proarrhythmic agents; activation (rescue from dofetilide block), less the hit threshold, % at 10 µM; AID 1511; 310,000 tested, 0.51% active; CHO-hERG, FluxOR thallium flux, dofetilide IC70 present; Q12809;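 active means activation above the mean of controls blocked by dofetilide plus 5 SD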;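 further: thallium influx through hERG after potassium depolarization seen as dye fluorescence rise; in these data hits start at about 4.7%; inactives centre near -7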
# GSK3beta inhib: human GSK3beta kinase inhibition; P49841; GST-GSK3beta kinase, ADP-Glo luminescence, 60 min; hits give low values; activity score (negative = inhibition), % at 10 µM; 300,000 tested, 0.038% active; AID 2097;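 active means more than half of replicate wells score below -50%, meaning over 50% inhibition versus plate controls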;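 further: 0% = median DMSO wells and -100% = median GW8510 positive control wells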
#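 Test system – GST-tagged human GSK3beta kinase, cell-free · Incubation – 60 min enzyme reaction, room temperature · Signal – ADP-Glo luminescence · Also added – peptide substrate and ATP at 25 µM · Controls – DMSO neutral wells and GW8510 at 20 µM as positive · Buffer or medium – Tris/MgCl2 kinase buffer · Measure – Luminescence-derived activity versus plate DMSO and GW8510 wells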
# RGS4 inh: inhibitors of human RGS4; B-score at 10 µM; 310,000 tested, 0.45% active; HEK293 M3R/RGS4 inducible, Fluo-4 calcium flux; hits give high values; triggered by carbachol at its EC20;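 active means B-score, a plate-corrected calcium signal, over three deviations above library mean, with baseline fluorescence within five deviations of library mean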;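 further: RGS4 expression induced by doxycycline in cells with stable M3 receptor; B-score is computed from the integrated fluorescence ratio over baseline after carbachol; higher B-score means a larger calcium signal and so more RGS4 inhibition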
# * hit, by the source's call; i = inactive; . = not tested or not shown. A portion of the library (hit frequency here may not be typical).
SMILES,KCNQ1 pot,KCNK9 block,PolyA inh,DYRK1A inh,KCNK3 block,KCNQ1 block,GSK3A inh,RGS4 act,hERG protect,GSK3beta inhib,RGS4 inh
Fc1ccccc1CSc1nc2ncc(Br)cc2[nH]1,i,i,i,21,i,i,-2,i,-5,1,i
N#Cc1ccc(-c2ccc(F)cc2)nc1Oc1ccc(F)cc1,i,i,i,8,i,i,-2,i,-8,4,i
Cc1c(NS(C)(=O)=O)c(=O)n(-c2ccccc2)n1C,i,i,i,40,i,i,-1,i,-3,8,i
Cc1ccc(S(=O)(=O)N(Cc2cccc([N+](=O)[O-])c2)C(=O)N2CCN(C)CC2)cc1,i,i,i,-1,i,i,.,i,-6,-2,i
CCN(CC)Cc1c(O)ccc2c(=O)c(-c3ccc4c(c3)OCCO4)coc12,i,i,i,-1,i,i,0,i,-9,-26,i
CCOC(=O)Cc1csc(NC(=O)c2ccc3c(c2)OCO3)n1,i,i,i,14,i,i,-3,i,-5,-2,i
CCNC(=O)NC(=O)COC(=O)CCc1nc(=O)c2ccccc2n1C,i,i,i,-3,i,i,1,i,-5,-3,i
Cc1[nH]c2ccc(-c3nnc(SCC(=O)N4CCCc5ccccc54)o3)cc2c1C,i,i,i,-1,i,i,0,i,-6,2,i
COc1ccccc1N1CCN(C(=O)c2cccc(Oc3ccccc3)c2)CC1,i,i,i,-6,i,i,0,i,-15,3,i
C=CC(=O)NC(NC(=O)C=C)c1ccccc1F,i,i,i,-3,i,i,2,i,-4,-4,i
COc1ccc(C(=O)/C(=C\c2sccc2C)c2nc3ccccc3o2)cc1,i,i,i,.,.,i,1,i,-6,-2,i
CCCCn1c(N)c(-c2nc3ccccc3s2)c2c([N+](=O)[O-])nn(C)c(=O)c21,i,i,i,2,i,i,-4,i,-11,-2,i
CCc1ccc(NC(=O)c2ccc(F)c(S(=O)(=O)NCC3COc4ccccc4O3)c2)cc1 (configuration not stated),i,i,i,8,i,i,.,i,-10,4,i
O=C(/C=C/c1cccc([N+](=O)[O-])c1)c1cccs1,i,i,i,0,i,i,-3,i,-11,4,4.8*
COc1cccc(NC(=O)c2ccnc(N3CCC(C(=O)NCc4ccccc4OC)CC3)c2)c1,i,i,i,7,i,i,3,i,-7,2,i
CC1(C)Cc2c(sc(NC(=O)C(=O)N3CCCC3)c2C(N)=O)CO1,i,i,i,1,i,i,-4,i,-7,1,i
O=C(CC1C(=O)NCCN1Cc1ccccc1C(F)(F)F)NCCN1CCOCC1 (configuration not stated),i,i,i,2,i,i,-4,i,-8,3,i
CCCCOc1ccc(CN(C)c2ncnc(N)n2)cc1,i,i,i,5,i,i,-3,i,-7,-5,i
C/C(=N\NC(=O)c1cc(-c2ccc(Cl)s2)[nH]n1)c1ccncc1,i,i,i,-6,i,i,5,i,-7,-3,i
COc1ccc(NC(=O)N/C=C/c2ccccc2)cc1,i,i,i,3,i,i,2,i,-10,1,i
O=C(CSc1nc2ccccc2[nH]1)Nc1ccc(F)cc1,i,i,i,8,i,i,0,i,-12,-4,i
C=CCn1c(SCc2nc3c(c(=O)[nH]c(=O)n3CCCC)n2CCC)nnc1-c1ccccc1,i,i,i,2,i,i,-2,i,-11,-2,i
O=C1Nc2cc(C(=O)NCCCN3CCOCC3)ccc2S/C1=C/c1cccc(Cl)c1,i,i,i,6,i,i,0,i,-21,2,i
N#Cc1c(-c2ccccc2)nc2n(-c3ccccc3)nc(C(=O)Nc3ccccc3)n2c1=O,i,i,i,-3,i,i,-2,i,-15,1,i
O=C(c1cc2ccccc2o1)N1CCN(Cc2ccccc2)CC1,i,i,i,-2,i,i,0,i,-5,-3,i
CC(C)c1ccccc1NC(=O)CNCCc1ccc(C(F)(F)F)cc1,i,i,i,-2,i,i,-2,i,-20,2,i
COCCCn1c(C(=O)N2CC(C)OC(C)C2)cc2c(=O)n3cccc(C)c3nc21 (configuration not stated),i,i,i,-2,i,i,0,i,-7,2,i
O=C(Nc1c[nH]c(=O)[nH]c1=O)c1ccc2c(c1)C(=O)N(c1cccc([N+](=O)[O-])c1)C2=O,i,i,i,-7,i,i,.,i,1,-2,i
Cc1sc2nc(SCC(=O)c3cc(C)n(CC4CCCO4)c3C)n(C(C)C)c(=O)c2c1C (configuration not stated),i,i,i,3,-8.8*,i,2,i,-5,2,i
Cc1c(C(=O)NCc2cccnc2)sc2nc(-c3ccccc3)cn12,i,i,i,6,i,i,3,i,-11,4,i
CCOc1ccc(NC(=O)CCC(=O)NNC(=O)NC2CCCCC2)cc1,i,i,i,-10,i,i,1,i,-6,0,i
COc1ccc(N2C(=O)CCC(C(=O)N3CCC(C(N)=O)CC3)C2c2ccc(F)cc2)cc1 (configuration not stated),i,i,i,-1,i,i,0,i,-10,-4,i
Cc1nnc(SCC(=O)Nc2cccc(S(=O)(=O)N(C)c3ccccc3)c2)s1,i,i,i,4,i,6*,-1,i,-14,1,i
Cc1ccc2oc(C(=O)NCc3ccccc3)cc(=O)c2c1,i,i,i,0,i,i,2,i,-1,-1,i
O=C(Nc1ccsc1C(=O)O)c1ccc(Cl)cc1,i,i,i,11,i,i,-4,i,-11,0,i
N#Cc1c(/N=C/c2cc(Br)cs2)sc2c1CCC2,i,i,i,-2,i,i,0,i,-5,3,i
CCCC(=O)NC(Nc1cc(C(F)(F)F)ccc1Cl)C(Cl)(Cl)Cl (configuration not stated),i,i,i,5,i,i,-1,i,-14,1,i
N#Cc1c(NC(=O)CCC(=O)O)sc2c1CCCC2,i,i,i,8,i,i,.,i,-8,2,i
COCCn1c(CN2CCN(c3ccc(OC)cc3)CC2)nc2c1c(=O)n(C)c(=O)n2C,i,i,i,-3,i,i,-2,i,-11,-1,i
CC1CN(C(=O)Cn2cnc3c2c(=O)n(C)c(=O)n3C)CC(C)O1 (configuration not stated),i,i,i,-3,i,i,-3,i,-8,-3,i
CC(OC(=O)c1ccc(S(=O)(=O)N2CCOCC2)cc1)c1ccccc1 (configuration not stated),i,i,i,0,i,i,-3,i,-9,-1,i
CN(CC(=O)Nc1cccc(F)c1)C(=O)CN1C(=O)NC2(CCCCC2)C1=O,i,i,i,7,i,i,2,i,-5,1,i
O=C(CCCN1C(=O)/C(=C/c2ccco2)SC1=S)Nc1ccccc1,i,i,i,-2,i,i,-2,i,-6,-3,i
O=C(Nc1ccccc1)c1ccco1,i,i,i,7,i,i,0,i,-13,5,i
Cc1ccc(S(=O)(=O)N2CCOCC2)cc1C(=O)Nc1c(C)n(C)n(-c2ccccc2)c1=O,i,i,i,-6,i,i,0,i,-18,-2,i
COc1ccc([N+](=O)[O-])cc1NC(=O)CC(C)c1ccccc1 (configuration not stated),i,i,i,12,i,i,-3,i,-2,2,i
COc1cc(/C=C/C(=O)N2CCOCC2)ccc1OCc1ccccc1,i,i,i,4,i,i,-2,i,-10,2,i
CCOC(=O)c1c(-c2ccccc2)csc1NC(=O)CCN1C(=O)c2ccccc2C1=O,i,i,i,-2,i,i,-2,i,-14,4,i
Cc1cc2oc3ccc(NCCCn4ccnc4)cc3c(=O)c2cc1C,i,i,i,-1,i,i,1,i,-20,-5,i
COc1ccc(CNC(=O)CSc2nnnn2Cc2ccccc2)cc1,i,i,i,11,i,i,0,i,-7,6,i
COc1ccc(OC)c(Nc2nc(-c3cccs3)cs2)c1,i,i,i,2,-9.1*,i,-5,i,1,0,i
COC(=O)CCCC1=CC2=C(c3ccccc3)C(=O)C(C)(OC(=O)C3CCCC3)C(=O)C2=CN1Cc1ccc2c(c1)OCO2 (configuration not stated),i,i,i,12,i,i,1,i,-11,0,i
O=C(O)CCC(=O)N1CCN(c2nc3ccccc3s2)CC1,i,i,i,-2,i,i,0,i,-10,0,i
O=C(Nc1ccccc1)c1ccccc1OCc1cccc([N+](=O)[O-])c1,i,-12*,i,2,i,i,3,i,-11,-1,i
Cc1ccccc1N1C(=O)c2cccc3c(N(C)CCO)ccc(c23)C1=O,i,i,i,0,i,i,0,i,-32,1,i
CCOC(=O)c1c(N)sc(=S)c2c1CCC2,i,i,i,14,i,i,2,i,-4,-3,i
Cc1ccc(S(=O)(=O)Nc2ccccc2C(=O)N2CCOCC2)cc1,i,i,i,1,i,i,-2,i,-9,-7,i
CSc1nsc(SCC(=O)Nc2nncs2)n1,i,i,i,.,i,i,1,i,-8,1,i
CC1CCN(S(=O)(=O)c2ccc(Br)s2)CC1,i,i,i,-4,i,i,-3,i,-9,-1,i
COc1ccc(N/C(=N\c2nc(C)cc(C)n2)NC(=O)C(C)C)cc1OC,i,i,i,4,i,i,-2,i,-13,1,i

# The results go on:
SMILES,KCNQ1 pot,KCNK9 block,PolyA inh,DYRK1A inh,KCNK3 block,KCNQ1 block,GSK3A inh,RGS4 act,hERG protect,GSK3beta inhib,RGS4 inh
Fc1cccc(Cl)c1Cn1nnc(-c2ccc(N3CCOCC3)cc2)n1,i,i,i,-3,i,i,1,i,1,1,i
CCOc1ccc2[nH]c(=O)c(CN(Cc3nnnn3CCc3ccccc3)CC3CCCO3)cc2c1 (configuration not stated),i,-9.6*,i,7,i,i,1,i,-13,1,i
COc1cc(/C=N/NC(=O)COc2ccc([N+](=O)[O-])cc2)ccc1OCC(=O)N1CCOCC1,i,i,i,-3,i,i,1,i,-9,1,i
CCC(C(=O)NCCC1=CCCCC1)n1nc(C)c2c(C)n(-c3ccccc3)nc2c1=O (configuration not stated),i,i,i,0,-8.8*,i,0,i,-9,1,i
CC(=O)c1c(C)[nH]c(C(=O)OCC(=O)N2CCN(S(=O)(=O)c3ccc(C)cc3C)CC2)c1C,i,i,i,-10,i,i,1,i,-6,0,i
CC(=O)OC(C(=O)NCc1ccc2c(c1)OCO2)c1ccccc1Cl (configuration not stated),i,i,i,-5,i,i,-25,i,-1,0,i
CCCN(CCC)CCNC(=O)c1cc2c(=O)n(C)c3ccccc3c2n1C,i,i,i,70*,i,i,3,i,-12,1,i
COc1ccc(CSc2nnnn2-c2ccc(O)cc2)cc1F,i,i,i,27,i,i,-1,i,-7,1,i
